Assay outcomes: PubChem, Dana-Farber Cancer Institute and Novartis Institutes for BioMedical Research (Cambridge, Mass)
USP30 inh = inhibitors of human USP30 deubiquitinase; purified USP30, Ub-rhodamine cleavage fluorescence; inhibition, % at 25 µM; hit rate 5.3% among 47,000
OTUD3 block = inhibitors of human OTUD3 deubiquitinase. OTU domain-containing protein 3 (Homo sapiens), Q5T2D3. purified OTUD3, Ub-rhodamine fluorescence, 2 h. inhibition, % at 25 µM. hit rate 0.7% among 47,000. AID 1645858, 2021
UCHL1 inh = inhibitors of human UCHL1 deubiquitinase | Ubiquitin carboxyl-terminal hydrolase isozyme L1 (Homo sapiens), P09936 | purified UCHL1, Ub-rhodamine cleavage fluorescence | inhibition, % at 20 µM | hit rate 0.2% among 47,000 | AID 1645859, 2021
USP28 inh = inhibitors of human USP28 deubiquitinase | Ubiquitin carboxyl-terminal hydrolase 28 (Homo sapiens), Q96RU2 | purified USP28, Ub-rhodamine cleavage fluorescence, 30 min | inhibition, % at 25 µM | hit rate 3% among 47,000
USP7 inh = inhibitors of human USP7 deubiquitinase. inhibition, % at 20 µM. purified USP7, Ub-rhodamine cleavage fluorescence. AID 1645854, 2021. hit rate 0.3% among 47,000. Ubiquitin carboxyl-terminal hydrolase 7 (Homo sapiens), Q93009
Target sequence (Q93009 whole entry, looked up): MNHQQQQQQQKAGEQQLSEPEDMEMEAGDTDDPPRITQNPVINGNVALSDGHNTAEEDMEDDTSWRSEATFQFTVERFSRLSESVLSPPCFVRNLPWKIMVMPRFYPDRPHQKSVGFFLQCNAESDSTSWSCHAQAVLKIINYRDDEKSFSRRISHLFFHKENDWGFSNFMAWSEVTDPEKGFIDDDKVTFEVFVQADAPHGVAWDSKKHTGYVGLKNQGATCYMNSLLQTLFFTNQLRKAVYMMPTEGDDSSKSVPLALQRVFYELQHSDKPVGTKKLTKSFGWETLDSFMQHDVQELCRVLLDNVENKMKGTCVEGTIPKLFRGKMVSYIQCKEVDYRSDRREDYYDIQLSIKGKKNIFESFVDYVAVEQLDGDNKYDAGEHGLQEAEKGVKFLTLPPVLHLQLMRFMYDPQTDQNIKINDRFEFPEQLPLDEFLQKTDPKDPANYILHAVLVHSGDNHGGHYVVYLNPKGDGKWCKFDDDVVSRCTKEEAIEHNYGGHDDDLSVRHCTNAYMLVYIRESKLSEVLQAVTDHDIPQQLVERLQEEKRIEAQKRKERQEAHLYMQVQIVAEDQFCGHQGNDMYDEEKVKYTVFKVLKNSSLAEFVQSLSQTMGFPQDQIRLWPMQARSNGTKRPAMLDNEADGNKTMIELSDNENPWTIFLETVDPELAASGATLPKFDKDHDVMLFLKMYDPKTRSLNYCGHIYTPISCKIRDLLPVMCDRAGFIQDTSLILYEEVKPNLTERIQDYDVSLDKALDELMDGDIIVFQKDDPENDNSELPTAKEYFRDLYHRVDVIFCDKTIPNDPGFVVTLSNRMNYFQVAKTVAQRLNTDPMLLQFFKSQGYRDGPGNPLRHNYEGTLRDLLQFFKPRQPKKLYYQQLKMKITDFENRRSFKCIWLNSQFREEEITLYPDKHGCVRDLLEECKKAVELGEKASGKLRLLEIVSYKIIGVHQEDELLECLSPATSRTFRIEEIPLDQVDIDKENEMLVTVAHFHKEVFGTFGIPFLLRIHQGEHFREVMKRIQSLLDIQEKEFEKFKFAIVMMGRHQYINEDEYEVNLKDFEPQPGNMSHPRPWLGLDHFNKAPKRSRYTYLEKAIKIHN
USP10 block = inhibitors of human USP10 deubiquitinase; purified USP10, Ub-rhodamine fluorescence, 60 min; AID 1645856, 2021; hit rate 1.1% among 47,000; inhibition, % at 20 µM
USP17 inh = inhibitors of human USP17 deubiquitinase; Ubiquitin carboxyl-terminal hydrolase 17-like protein 5 (Homo sapiens), A8MUK1; purified USP17, Ub-rhodamine cleavage fluorescence, 3 h; inhibition, % at 50 µM; hit rate 6.5% among 47,000; AID 1645855, 2021
USP8 block = inhibitors of human USP8 deubiquitinase; purified USP8, Ub-rhodamine cleavage fluorescence, 30 min; inhibition, % at 20 µM; hit rate 4.2% among 47,000; Ubiquitin carboxyl-terminal hydrolase 8 (Homo sapiens), P40818; AID 1645853, 2021
* = called active by the depositor; i = inactive; / = no result given. Rule as the data show it: active = inhibition above about 30%; inactive = the rest.

SMILES	USP30 inh	OTUD3 block	UCHL1 inh	USP28 inh	USP7 inh	USP10 block	USP17 inh	USP8 block
CC(=O)Nc1cccc(-c2ccc(N3CCOCC3)nc2)c1	/	5	0	/	-4	-3	1	-1
CC(=O)c1ccc(NC(=O)CSc2nnc(COc3ccc(C)cc3)n2Cc2ccccc2)cc1	-25	-7	0	-15	3	6	-32	-19
Cc1cc(C)cc(N2CCC(NS(=O)(=O)Cc3ccccc3)C2=O)c1 (stereo unspecified)	2	6	5	0	3	3	-11	-50
Cc1noc(-c2ccc3nnc(CC(=O)Nc4ccc(F)cc4)n3c2)n1	4	6	3	-1	0	-1	2	13
Fc1ccc(-c2cnc(NCCc3c[nH]c4ccccc34)nc2)cc1	17	-4	4	0	8	-1	/	11
O=C(CC1CCCC1)Nc1ccc(N2CCN(c3ccccc3)C2=O)nc1	9	2	0	1	6	4	8	-4
COCCn1cc(NC(=O)Nc2ccccc2Cl)c2ccccc21	-24	-23	-2	-4	-3	-1	-10	7
Cc1ccccc1CNC(=O)N1CCC2(CC1)NC(=O)[C@H]1CN(C(=O)N(C)C)C[C@H]12	2	-4	1	-2	3	1	-4	-13
O=C(CN1CCC2(CCC1=O)CNC(=O)c1ccccc1O2)NC1CCCC1 (stereo unspecified)	-19	-9	-4	-10	0	-3	-6	-6
CCN(CC)C(=O)CSc1nc2ccc(C)cc2cc1C#N	11	9	4	11	1	-1	26	-3
O=C(NC1CCCc2ccccc21)c1noc2c1CCc1sccc1-2 (stereo unspecified)	-13	-3	3	6	-3	2	0	4
COC(=O)c1cc2c(ccn2C)n1CC(=O)NC1CCCC1	i	-182	-65	-250	-69	-7	-181	-71
Cc1ccc(S(=O)(=O)N2CCC(C(=O)Nc3nc4c(F)cccc4s3)CC2)cc1	-1	-3	0	-2	1	2	1	4
O=C(O)c1cccc(S(=O)(=O)Nc2ccc(Cc3ccncc3)cc2)c1	-9	-2	-4	-8	0	2	-21	5
O=C(CCc1cc(Cl)no1)N1CCCCC1c1ccn[nH]1 (stereo unspecified)	22	19	2	14	3	1	10	23
CC(=O)Nc1c(-c2ccccn2)nsc1C(=O)NCc1ccccc1	-14	-4	0	-8	-3	-3	6	-7
CNc1nc2c(c(=O)n1C)CN(C(=O)Nc1ccccc1Oc1ccccc1)CC2	20	6	5	14	7	-2	0	2
Cc1ccc(C(=O)N2CCC(Oc3ccc(C(=O)N(C)C)cn3)CC2)cc1F	-2	-3	-2	-8	1	-1	-6	0
CCOc1ccccc1C(=O)Nc1c(C)nc2ccccn2c1=O	-10	3	0	0	4	0	6	14
COc1cc(S(=O)(=O)N2CCC(c3nc4c(nnn4Cc4ccc(F)cc4)c(=O)[nH]3)CC2)ccc1-n1cnnn1	47*	-11	3	25	4	21	32*	8

Some of these compounds in order of the USP10 block value, highest first.
molecule | USP10 block
O=C(CC1CCCC1)Nc1ccc(N2CCN(c3ccccc3)C2=O)nc1 | 4
O=C(O)c1cccc(S(=O)(=O)Nc2ccc(Cc3ccncc3)cc2)c1 | 2
Cc1ccccc1CNC(=O)N1CCC2(CC1)NC(=O)[C@H]1CN(C(=O)N(C)C)C[C@H]12 | 1
CCOc1ccccc1C(=O)Nc1c(C)nc2ccccn2c1=O | 0
Cc1ccc(C(=O)N2CCC(Oc3ccc(C(=O)N(C)C)cn3)CC2)cc1F | -1
CNc1nc2c(c(=O)n1C)CN(C(=O)Nc1ccccc1Oc1ccccc1)CC2 | -2
CC(=O)Nc1cccc(-c2ccc(N3CCOCC3)nc2)c1 | -3

Later entries.
SMILES	USP30 inh	OTUD3 block	UCHL1 inh	USP28 inh	USP7 inh	USP10 block	USP17 inh	USP8 block
CN1[C@@H](CCC(=O)NCc2ccco2)CNC(=O)[C@@H]2[C@H]1CCN2Cc1nc2ccccc2n1C	-1	5	4	0	8	-3	0	2
CCc1cc2c(NC(CC)CN3CCOCC3)ncnc2s1 (stereo unspecified)	-23	-1	0	-2	3	-4	-10	9
N#Cc1ccccc1NC(=O)c1cc2c(s1)-c1ccccc1S(=O)(=O)C2	83*	56*	3	88*	8	49*	72*	30
CCN1CCc2c(cccc2-n2nnc(C(=O)NCC(C)C)c2C)C1	-65	-21	-6	-26	-10	-5	-46	-16
COc1ccc(-c2cc(-c3ccc(O)cc3)nc(N)c2C#N)cc1OC	50*	20	5	73*	8	13	46*	4
O=C(Nc1ccc(O)cc1)c1cccn2c(-c3ccccc3F)nnc12	25	0	3	37*	2	-1	-6	56*
Cc1nn2cnnc2c(C)c1Cc1ccc(Cl)cc1	4	2	-3	7	-12	0	2	0
CC(=O)N1CCc2c(sc(NC(=O)C3CC3)c2C(N)=O)C1	-16	-10	-11	0	-13	-2	28	50*
Cc1noc(C)c1CCC(=O)N1CCC(c2c[nH]c3ccccc23)(c2c[nH]c3ccccc23)CC1	-45	-12	-1	-19	1	-8	4	-18
COc1ccc(CN(C(=O)Cn2c(=O)c(C#N)c3n(c2=O)CCC3)C2CC2)cc1	-72	-20	-12	-20	-12	-4	15	7
CC1(c2nnc(-c3ccc4c(c3)OCCO4)o2)CCOCC1	12	11	2	11	1	0	4	21
COc1ccccc1CNS(=O)(=O)c1cccc2cccnc12	-3	-3	-2	0	3	0	-9	-125
COc1ccc(-n2nnc(C(=O)Nc3ccccc3)c2N)cc1	14	5	2	12	7	4	51*	19
COc1cc(OC)nc(N2CCC(C(=O)O)CC2)n1	-4	-4	-4	-7	-4	-3	-2	-1
COc1ccc(Cl)cc1NC(=O)Cn1c(=O)cc(C)c2c(C)nn(-c3ccccc3)c21	25	13	0	10	3	14	56*	2
Cc1ccc(S(=O)(=O)N2CCC3(CC2)NC(=O)c2ccccc2N3)c(C)c1	-5	1	0	3	9	4	62*	4
O=C(CCNc1c(N2CCCC2)c(=O)c1=O)Nc1ccccc1F	-19	-11	-3	-14	-1	0	-8	-11
COc1ccc(OC)c(NC(=O)c2sc(-c3c(F)cccc3OC)nc2C)c1	-165	-26	0	-30	-23	-5	-14	-14
Cn1c2ccc(F)cc2c2ncn(Cc3ccc4c(c3)OCO4)c(=O)c21	28	9	5	15	6	4	27	32*
CC(C)(C)c1nocc1C(=O)N1CCOCC1	11	4	2	0	5	1	8	3
COc1ccccc1Cc1cccc(C2CCCN2C(=O)c2coc(C)n2)n1 (stereo unspecified)	15	4	-2	2	-1	-2	0	-1
CC(=O)c1cc(-c2ccc(Cl)cc2Cl)no1	2	6	0	4	-24	0	1	3
CCOc1ccccc1NC(=O)CSc1nnc(Cc2cccn2C)n1-c1ccc(OC)cc1	-28	-3	4	8	1	-1	11	14
CC(C)NC(=O)N1CCC2(CC1)CN(C(=O)c1cccc3[nH]ccc13)Cc1ccccc1O2	3	18	0	12	2	0	-1	19
COc1ccc(-c2cn3c4c(=O)n(C)c(=O)n(C)c4nc3n2CC(O)c2ccccc2)cc1 (stereo unspecified)	21	-8	0	2	-13	-2	-4	-74
CCOC(=O)c1csc(NC(=O)c2cc(-c3ccccc3)nc3ccccc23)n1	7	7	7	6	-1	7	8	23
COc1ccc(-n2cc(C(=O)O)c(=O)cc2C)cc1	-8	-1	-2	-7	-2	-1	-3	-3
CC(=O)c1cccc(NC(=O)CCc2nc3cccnc3n2-c2ccccc2)c1	-30	-9	-13	-18	-12	-9	-8	-6
O=C(O)c1ccccc1C(=O)N1CCN(c2ncccc2C(F)(F)F)CC1	-5	-2	-2	-5	2	1	1	3
O=S1(=O)N=C(N2CCCC(c3nc4ccccc4s3)C2)c2ccccc21 (stereo unspecified)	-252	-64	-1	-51	-3	6	-62	-8
O=S(=O)(c1ccc(F)cc1)N1CCN(c2nnnn2-c2ccccc2)CC1	-12	0	-1	-14	4	7	-5	-15
CN1CCC2(CN(c3ncccn3)CC23CCN(C(=O)Cc2ccccc2)CC3)C1=O (stereo unspecified)	3	0	-2	0	-2	-2	-6	-39
CC(=O)NC(Cc1ccccc1)c1nc2ccccc2n1Cc1ccccc1C (stereo unspecified)	-22	-12	-1	-14	-66	-1	-19	-9
Cc1oc(-c2cc(Cl)cc(Cl)c2)cc1C(=O)Nc1ccc(S(N)(=O)=O)cc1	13	20	-2	6	5	9	8	29
CCN1CCN(C(=O)CN(C)c2nnc(N3CCCCC3=O)s2)CC1	8	6	2	4	3	-1	6	11
CCCN1Cc2cccc(C(=O)Nc3ccc(S(=O)(=O)N4CCOCC4)cc3)c2C1=O	14	7	1	9	2	-1	0	-24
COc1ccc(-n2nc(C(F)(F)F)cc2-c2cccs2)cc1	22	5	3	12	7	1	10	20
CCn1cc(C(=O)N2CCC(c3cc(=O)n4[nH]ccc4n3)CC2)cn1	12	10	2	4	7	0	2	-36
Cn1nc(Cn2ccnc2)c2c1CN(C(=O)c1ccccc1)C2	0	-2	1	-7	0	0	-6	-34
NC(=O)C1CCCN1c1ncnc2sc3c(c12)CCC3 (stereo unspecified)	-20	-14	-2	-7	0	-2	-3	-6

Record cards, as listed above:
Record of NC(=O)C1CCCN1c1ncnc2sc3c(c12)CCC3 (stereo unspecified) = USP30 inh = -20; OTUD3 block = -14; UCHL1 inh = -2; USP28 inh = -7; USP7 inh = 0; USP10 block = -2; USP17 inh = -3; USP8 block = -6
Record of CN1CCC2(CN(c3ncccn3)CC23CCN(C(=O)Cc2ccccc2)CC3)C1=O (stereo unspecified) = USP30 inh = 3; OTUD3 block = 0; UCHL1 inh = -2; USP28 inh = 0; USP7 inh = -2; USP10 block = -2; USP17 inh = -6; USP8 block = -39

Next part
SMILES	USP30 inh	OTUD3 block	UCHL1 inh	USP28 inh	USP7 inh	USP10 block	USP17 inh	USP8 block
O=C(c1ccc(C(F)(F)F)cc1)N1CCC(c2noc(-c3cccc(F)c3)n2)CC1	0	-4	6	-8	4	11	-1	2
Cc1cc(C)nc(N2CCC(N(Cc3cccnc3)C(=O)c3cccc(C#N)c3)CC2)n1	-17	4	-1	-2	1	-8	-13	-6
CCn1cc(CCCC(=O)NCc2ccccc2C)c2ccccc21	-18	-5	1	-6	4	10	-2	-7
Cc1cccc(NS(=O)(=O)c2cc(C(=O)NCc3cccnc3)ccc2C)c1	11	-1	1	7	1	1	10	7
Cn1cncc1-c1nnc([C@H]2CCN(Cc3cccc(C#N)c3)C2)o1	2	9	-2	4	-16	-2	-34	-17
CCCN(CC(=O)N1CCCc2ccccc21)S(=O)(=O)c1cccc(C(F)(F)F)c1	14	21	7	15	-20	6	3	22
COC(=O)c1cccc(N(C(=O)c2cnccn2)C(C(=O)NC2CCCCC2)c2ccc(OC)c(OC)c2)c1 (stereo unspecified)	0	0	0	-11	-1	-1	-9	-13
Cn1nc(C2CCCN(S(=O)(=O)c3ccc(F)cc3)C2)c2nccnc21 (stereo unspecified)	-23	-5	-6	-3	-7	-5	-4	9
O=C1CCCN1CC(=O)N1CCCC1c1ccc(F)cc1 (stereo unspecified)	0	0	1	0	0	1	5	3
CC(=O)Nc1ccc(NC(=O)CCc2c(C)c3c(C)nn(-c4ccccc4)c3n(C)c2=O)cc1	15	1	3	10	10	0	10	10
CC1(C)Cc2c(sc3nc(SCc4ccc(Cl)c(Cl)c4)nc(N)c23)CO1	-15	-5	-2	0	-3	1	-5	-4
O=S(=O)(c1ccc(Cl)cc1)c1nc(-c2ccccc2)oc1N1CCOCC1	12	9	4	12	-9	4	6	17
CCc1nc(SCc2cccc(F)c2)c2oc3ccccc3c2n1	47*	24	5	20	5	6	53*	3
CN(C)c1ncc(-c2ccccc2F)c(C2CCCNC2)n1 (stereo unspecified)	20	12	3	8	-21	0	10	9
O=C(c1nnn(-c2ccccc2Cl)c1-c1cccnc1)N1CCCC1	1	-6	-2	-7	4	-1	0	7
Cc1nccc(-c2cccc(S(=O)(=O)NCc3c(-c4ccccc4)noc3C)c2)n1	9	6	2	5	2	1	-11	-29
COc1ccc2[nH]cc(CCNC(=O)Cc3ncc(C(F)(F)F)cc3Cl)c2c1	-12	-8	0	-16	-8	3	-25	0
CC(=O)Nc1ccc(S(=O)(=O)N2CCC3(CC2)NCCN=C3NC2CCCCC2)cc1	15	4	1	3	6	0	2	0
COc1ccc(S(=O)(=O)N2CCCC2)cc1C(=O)NCc1ccc2c(c1)OCO2	25	9	3	35*	3	2	5	4
CCN(C=C1NC(=O)c2ccccc2N1)CC(=O)Nc1cc(Cl)ccc1-n1cncn1	-31	-5	-4	-14	-6	-2	-56	-266
CN(C)[C@@H]1C(=O)C(C(N)=O)=C(O)[C@@]2(O)C(=O)C3=C(O)c4c(O)ccc(Cl)c4[C@@H](O)[C@H]3C[C@@H]12	i	-138	-3	-39	-76	-9	10	-56
Cc1ccc(NC(=O)Cc2nc(C)c(C(=O)NC3CC3)s2)c(F)c1	-84	-29	-4	-23	-9	-8	/	-3
